Source: PubChem (National Center for Advancing Translational Sciences (NCATS))
GLP1R cytotox: cytotoxic in the GLP-1 receptor inverse agonist counter-screen; 410,000 tested, 0.13% active; AID 624418; HEK293 cAMP-luciferase reporter cells, luminescence, 24 h; Potency, µM (titrated, usually from 38.3 µM), without a hit: top-dose activity change, negative = inhibition, actives largely listed as inhibitors;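 also: loss of luciferase light is scored as toxicity; potency is read from the fitted curve at half-maximal effect; % is scaled to controls: 0 for no effect and ±100 for the full control effect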
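Step one: seed cells (200 cells/uL, DMEM with 10% Nu serum, 1% pen-strep). Step two: 12-hour incubation at 37 deg C. Step three: pin 23 nL compound, incubate 24 hr. Step four: add luciferase reagent, read luminescence 12 min later.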
GLP1R inv ag: GLP-1 receptor (human) inverse agonism. P43220. HEK293 GLP-1R CRE-luciferase, luminescence, 24 h; GLP-1R form is constitutively active. Potency, µM (series often up to 38.3 µM), without a hit: at the top dose activity change, negative = inhibition, actives largely listed as inhibitors. 410,000 tested, 1.6% active; also: potency is read from the fitted curve at half-maximal effect; % is scaled to controls: 0 for no effect and ±100 for the full control effect; nearly all actives have a fitted effect of over 55% in size
Target sequence (P43220 whole entry, looked up): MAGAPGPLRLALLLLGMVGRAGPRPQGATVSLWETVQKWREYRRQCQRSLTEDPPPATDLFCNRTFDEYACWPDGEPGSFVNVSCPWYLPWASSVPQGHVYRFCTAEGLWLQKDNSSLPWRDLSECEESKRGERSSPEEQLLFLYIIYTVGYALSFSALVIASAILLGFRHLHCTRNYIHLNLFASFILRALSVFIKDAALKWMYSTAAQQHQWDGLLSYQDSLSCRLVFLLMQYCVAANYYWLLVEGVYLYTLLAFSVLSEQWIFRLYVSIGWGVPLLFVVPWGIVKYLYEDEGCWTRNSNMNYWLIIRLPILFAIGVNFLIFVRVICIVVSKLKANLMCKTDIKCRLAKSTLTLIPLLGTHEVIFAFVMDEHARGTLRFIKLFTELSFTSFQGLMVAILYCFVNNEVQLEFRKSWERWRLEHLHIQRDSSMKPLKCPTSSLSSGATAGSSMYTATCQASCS
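qHTS in 1536-well format: reporter HEK293 cells expressing constitutive GLP-1R activity in DMEM + 10% Nu serum, 24 hr with compounds at 37 deg C, luminescence read after 12 min with detection reagent.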
Abeta rescue: A-beta toxicity reversal in yeast. 410,000 tested, 0.063% active. yeast expressing A-beta42, growth rescue, OD600, 48 h; response scale: 0% DMSO, 100% iron-clioquinol control. Potency, µM (doses to about 46.1 µM), without a hit: top-dose growth rescue, hits mostly activators; also: potency is read from the fitted curve at half-maximal effect; nearly all actives have a fitted effect of over 55% in size
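Yeast growth medium received pinned compounds, then yeast cells expressing toxic A-beta were added; plates incubated at 30 C for 48 hr. Growth read as absorbance at 600 nm, normalized to DMSO and equimolar FeCl3 plus clioquinol controls.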
MmCpn inh: blocks the Methanococcus maripaludis chaperonin Mm-Cpn. purified Mm-Cpn ATPase, ADP Transcreener TR-FRET. Potency, µM (series often up to 76.9 µM), inactives show top-dose activity, negative = inhibition, usual class: inhibitors. 330,000 tested, 0.031% active; also: potency is read from the fitted curve at half-maximal effect; % is scaled to controls: 0 for no effect and ±100 for the full control effect; nearly all actives have a fitted effect of over 80% in size
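ATP (10 uM final) was added to archaeal chaperonin (25 nM final) after 10 min exposure to test compound at 37°C; after 30 min further incubation, ADP was detected by competitive TR-FRET.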
TDP-43 yeast inh: rescues yeast growth from TDP-43 toxicity. TDP-43 expressing yeast growth rescue, BacTiter-Glo, 24 h. Potency, µM (highest dose often 46.1 µM), without a hit: at the highest dose growth rescue (activation), usual class: activators. 410,000 tested, 1.8% active; also: potency is read from the fitted curve at half-maximal effect; % of control where 0% means no effect; nearly all actives have a fitted effect of over 50% in size
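Readout is BacTiter-Glo luminescence of cell growth, so inhibitors register as activators. TDP-43-expressing yeast at OD600=0.02 in galactose medium, after raffinose pregrowth to mid-log, were incubated with compound for 24 hr at 30 deg C.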
aSyn yeast inh: rescues yeast growth from alpha-synuclein toxicity | 370,000 tested, 0.14% active | Potency, µM (titrated, usually from 46.1 µM), inactives show at the top dose growth rescue (activation), usual class: activators | Yeast expressing alpha-synuclein, growth rescue, BacTiter-Glo, 24 h; also: potency is read from the fitted curve at half-maximal effect; % of control where 0% means no effect; nearly all actives have a fitted effect of over 65% in size
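Galactose-induced alpha-syn yeast (OD600=0.02, raffinose-pregrown) + pinned cpd, 24 hr, 30 deg C; growth by BacTiter-Glo luminescence. Growth restoration scores as activation.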
pAkt inh: blocks phosphorylation of Akt; Neuro2A IGF-stimulated pAkt S473 HTRF, 20 min; hits give low values; activity change, % for hits at 50 µM; 360,000 tested, 0.32% active; in the data active = activity change below about -80%; inconclusive = mostly about -51% to -80%; also: % is scaled to controls: 0 for no effect and ±100 for the full control effect
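Single-point screen (50 µM final compound) in Neuro2A cells stimulated 20 min with 6 nM IGF at 37 deg C. After lysis, Ser473-phosphorylated Akt read by HTRF (ex 330 nm, em 615/665 nm) as the 665/615 ratio.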
PTHR1 agonist: agonists of human PTHR1 parathyroid hormone receptor | Q03431 | Potency, µM (highest dose often 115 µM), for inactives: at the top dose activation, actives largely listed as activators | HEK293 GP2 PTHR1 cells, GloSensor cAMP luminescence, 1 h | 410,000 tested, 0.075% active; also: potency is read from the fitted curve at half-maximal effect; nearly all actives have a fitted effect of over 55% in size; some results filed as inactive show a strong effect at the top dose; inactives centre near -15; many of its hits are not listed in these tables
Target sequence (Q03431 whole entry, looked up): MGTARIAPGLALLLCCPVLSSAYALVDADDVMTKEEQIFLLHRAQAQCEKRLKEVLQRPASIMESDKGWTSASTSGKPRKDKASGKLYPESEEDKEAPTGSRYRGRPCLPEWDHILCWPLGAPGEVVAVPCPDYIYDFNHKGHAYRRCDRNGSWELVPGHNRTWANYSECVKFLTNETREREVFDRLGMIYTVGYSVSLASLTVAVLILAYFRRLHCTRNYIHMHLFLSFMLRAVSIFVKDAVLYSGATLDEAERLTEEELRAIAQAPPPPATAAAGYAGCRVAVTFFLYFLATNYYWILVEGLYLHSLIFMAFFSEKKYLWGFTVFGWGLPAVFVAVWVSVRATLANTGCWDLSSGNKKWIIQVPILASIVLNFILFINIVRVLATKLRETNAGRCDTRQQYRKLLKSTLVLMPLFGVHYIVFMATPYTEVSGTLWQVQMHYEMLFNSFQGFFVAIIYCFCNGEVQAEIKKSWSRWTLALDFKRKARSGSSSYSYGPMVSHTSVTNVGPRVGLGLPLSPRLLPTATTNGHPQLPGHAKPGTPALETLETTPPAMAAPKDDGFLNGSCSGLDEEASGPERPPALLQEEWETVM
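HEK-293-derived GP2 cells expressing PTHR1 and a GloSensor cAMP reporter, 3,000/well, plated overnight, given luciferin plus IBMX (each 0.5 mM as added) for 1 h at 37 °C, then compound for 1 h at 37 °C. Luminescence was read after 15 min at room temperature.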
FUS yeast rescue: FUS proteinopathy suppression in yeast. S. cerevisiae FUS-expressing, growth rescue, OD600, 24 h. Potency, µM (top dose mostly 76.6 µM), inactives show at the top dose growth rescue (activation), actives largely listed as activators. 390,000 tested, 0.24% active. AID 1347120;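 also: potency is read from the fitted curve at half-maximal effect; plate controls were DMSO vehicle for no effect and reference control for full effect; nearly all actives have a fitted effect of over 55% in size; some results filed as inactive show a strong effect at the top dose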
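Read-out: OD at 600 nm after 24hr at 30C, reporting rescue of FUS-induced yeast toxicity. Cells at OD 0.005 in galactose (2%) minimal medium; compounds tested in a dilution series; CP55940 titration from 92uM final as control.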
Active calls of the source: *; i = inactive; ? = inconclusive; / = not tested or not shown; & = joins results of further samples; [ ] = remark or other dose. Unless noted, calls follow the shape of the dose curve; as a rule, active = well fitted curve in the direction sought with a large enough effect; inconclusive = small, poorly fitted or top-dose-only effect, or another doubt; inactive = no such curve, though single readings can be large; an effect the other way counts as inactive or inconclusive. This is a subset; rates above refer to the full screens.

SMILES,GLP1R cytotox,GLP1R inv ag,Abeta rescue,MmCpn inh,TDP-43 yeast inh,aSyn yeast inh,pAkt inh,PTHR1 agonist,FUS yeast rescue
Clc1cccc(Cc2c(C3CCCCC3)nc3ccc(Br)cn23)c1,0%,?,-26%,/,?,1%,i,-17%,9%
COc1cccc(/C=C/C(=O)c2ccc(NS(=O)(=O)c3ccc(C)cc3)cc2)c1,-1%,?,1%,-19%,7%,0%,i,-13%,-10%
COC(=O)c1cc(C(=O)Nc2cc(C)ccn2)cc([N+](=O)[O-])c1,43%[activator],2%,8%,0%,-1%,0%,i,-9%[57.5 µM],27%
Cc1ccc(NC(=O)C2CCN(S(=O)(=O)c3ccc4c(c3)NC(=O)C(C)S4)CC2)c(C)c1 (stereo not drawn),-14%,?,0%,1%,-8%,4%,i,-43%[inhibitor],?
O=C(CCSc1nc(-c2ccco2)cc(C(F)(F)F)n1)NCCc1ccccc1,3%,?,3%,-6%,-9%,-15%,i,6%[57.5 µM],27%
CS(=O)(=O)c1cccc(C(=O)NCc2ccc(F)cc2)c1,-3%,2%,4%,0%,12%,2%,i,i,7%
Cc1ccccc1NC(=S)NCc1ccc(Cl)cc1,?,?,13%,-1%,?,1%,i,i,-8%
COc1ccc2c(Cl)c(C(=O)N/N=C/c3ccncc3)sc2c1,0%,2%,-6%,-4%,-4%,-3%,i,i,18%
O=C(NC(=O)N1CCN(C(c2ccccc2)c2ccccc2)CC1)c1ccccc1,6%,?,7%,2%,1%,2%,i,-18%,18%
Cc1ccccc1NC(=O)Nc1nnc(CC(=O)NCc2ccccc2)s1,-5%,-10%,-7%,4%,16%,-6%,i,i,/
COCCCNC(=O)Cn1c(=O)n(Cc2ccccc2Cl)c(=O)c2cc(OC)c(OC)cc21,-3%,-10%,12%,-1%,-11%,-2%,i,-1%,7%
O=C(c1ccco1)N(Cc1cccc(Cl)c1)C1CCS(=O)(=O)C1 (stereo not drawn),-10%,-1%,-14%,2%,-12%,11%,i,-3%,-13%
C[C@@H]1COc2cccc(N3CCC[C@H]3CO)c2S(=O)(=O)N1,2%,24%,3%,/,0%,6%,i,-21%,-21%
CC(C)C1C(C#N)=C(N)Oc2n[nH]c(-c3ccccc3)c21 (stereo not drawn),-18%,5%,0%,4%,2%,1%,i,-35%[inhibitor][57.5 µM],-11%
Cc1nc2cc3c(cc2c(C)c1C(=O)OC(C)C)OCO3,-6%,-12%,-2%,-2%,5%,-4%,i,i,/
COc1ccc(OC)c(N2C(=O)c3cccnc3C2=O)c1,1%,12%,-5%,-2%,-24%[1.82 µM],1%,i,i,13%
Cc1ccc2nc(NC(=O)CSc3nc(=O)n(CCN(C)C)c4c3CCCC4)sc2c1,-6%,?,9%,1%,-2%,3%,i,i,3%
Cc1noc(C)c1S(=O)(=O)Nc1ccccc1OC(F)(F)F,5%,-18%,15%,0%,4%,1%,i,-6%,-1%
O=C(CSc1nnc(-c2ccncc2)o1)c1cccc([N+](=O)[O-])c1,2%,-17%,-2%,1%,?,0%,i,-10%,12%
Cc1ccc(OCC(=O)O)c(-n2nc3ccccc3n2)c1,5%,9%,7%,-7%,4%,9%,/,i,-27%
Cc1cc(C)c(NC(=O)CSc2nc3ccccc3c3nc(CCn4cncc4C)nn23)c(C)c1,-7%,19%,-13%,/,9%,/,/,i,-17%
COC(=O)c1sc(NC(=O)C(C)C)c(C(=O)OC)c1C,2%,26%,-12%,?,10%,12%,i,i,9%
O=C(NCC(c1ccc2c(c1)OCO2)N1CCOCC1)c1c(F)cccc1F (stereo not drawn),-2%,8%,4%,/,8%,/,/,i,6%
CCOC(=O)c1[nH]c(C)c(C(=O)OCC(=O)N2CC(=O)Nc3ccccc32)c1C,-3%,37%[activator],-15%,-2%,-20%,3%,i,i,18%
Cc1ccc2c(c1)C(c1ccccc1)N(C(=O)COc1ccc(Cl)cc1Cl)CC(=O)N2 (stereo not drawn),-11%,?,19%,/,?,/,/,-2%,?

Whole records from above. Values in the order: GLP1R cytotox | GLP1R inv ag | Abeta rescue | MmCpn inh | TDP-43 yeast inh | aSyn yeast inh | pAkt inh | PTHR1 agonist | FUS yeast rescue
COC(=O)c1cc(C(=O)Nc2cc(C)ccn2)cc([N+](=O)[O-])c1 is listed with 43%[activator] | 2% | 8% | 0% | -1% | 0% | i | -9%[57.5 µM] | 27%
Clc1cccc(Cc2c(C3CCCCC3)nc3ccc(Br)cn23)c1 is listed with 0% | ? | -26% | / | ? | 1% | i | -17% | 9%

(more compounds)
SMILES,GLP1R cytotox,GLP1R inv ag,Abeta rescue,MmCpn inh,TDP-43 yeast inh,aSyn yeast inh,pAkt inh,PTHR1 agonist,FUS yeast rescue
O=C1CCCc2nc(N3CCN(c4ccccc4)CC3)ncc21,19%,5%,-4%,0%,16%,-3%,i,i,-10%
O=C(CCNc1cccc(F)c1)c1cc2ccccc2o1,3%,?,0%,-23%,18%,0%,i,-1%,-2%
CCOCCCN(Cc1ccco1)S(=O)(=O)c1cc2c(cc1Cl)NC(=O)CO2,14%,12%,-9%,/,14%,/,/,-7%,19%
COc1ccc(C(=O)CC(=O)C(=O)Nc2cccc(C(C)=O)c2)cc1,3%,21%,-1%,-1%,-29%,11%,i,-10%,20%
C=CCSc1nc(C)c(CC(=C)C)c(=O)[nH]1,2%,31%[activator],1%,1%,11%,0%,i,-13%,-11%
CN(C)c1ccc(/C=N/NC(=O)c2ccccc2)cc1,-19%,?,3%,-4%,-17%[0.397 µM],1%,i,-15%,8%
C/C(=N\N=C1\NC(=O)C(CC(=O)Nc2ccc(C)c(Cl)c2)S1)C(C)C (stereo not drawn),-30%,?,13%,-5%,8%,4%,i,-13%,47%
CCCCC1=CC2=CC(=O)C(C)(OC(=O)CC)C(=O)C2=CN1c1cccc(C#N)c1 (stereo not drawn),-5%,-9%,-49%[inhibitor],/,?,-10%,i,-1%,?
Cc1ccc(NC(=O)Nc2ccc3oc(C)nc3c2)cc1,-7%,?,-11%,-14%,4%,-8%,i,-24%,26%
CC(C)Cc1cc(CN2CCC(CO)(Cc3ccccc3)CC2)[nH]n1,0%,?,9%,-4%,9%,3%,i,-25%,-16%
CC(C)N1CCN(Cc2cc(F)ccc2-n2cccn2)CC1CCO (stereo not drawn),4%,-9%,-2%,1%,-15%,0%,i,-1%,9%
COc1ccc(OC)c(NC(=O)c2cccc(C)c2[N+](=O)[O-])c1,1%,-15%,-6%,1%,-2%,3%,i,-22%,-4%
CCC(C)c1c(O)nc(SCc2ccccc2)[nH]c1=O (stereo not drawn),-20%,7%,-6%,/,-13%,-11%,i,-3%[57.5 µM],8%
Cc1nc2sc(C(c3cccs3)N3CCOCC3)c(O)n2n1 (stereo not drawn),2%,13%,13%,-2%,0%,?,i,i,-17%
Cc1ccc2cccc(NC(=O)c3ccc(-c4cccc([N+](=O)[O-])c4)o3)c2n1,33%,1%,-23%,/,1%,-6%,/,?,-13%
COc1ccc(S(=O)(=O)Nc2ccc(S(=O)(=O)N3CCOCC3)cc2)cc1C,23%,0%,-6%,-1%,-23%,0%,i,-18%,/
CS(=O)(=O)c1ccc2nc(NC(=O)c3ccc(=O)[nH]c3)sc2c1,-3%,47%[activator],-5%,0%,12%,0%,i,i,1%
O=Cc1cnc(N2CCOCC2)nc1,20%,6%,-7%,1%,-5%,1%,i,i,14%
CCC(C)[C@H](NC(=O)Nc1ccc(C(C)=O)cc1)C(=O)OC (stereo partly drawn),-23%,10%,-9%,1%,2%,12%,/,i,-10%
c1csc(-c2nc3c4ccccc4c4ccccc4c3[nH]2)c1,-20%,5µM*,-53%[inhibitor],-19%,20µM*,3%,i,i,-4%
CC1CC(C)CN(S(=O)(=O)c2ccc(C(=O)NN3CCOCC3)cc2)C1 (stereo not drawn),0%,1%,-17%,3%,-12%,-5%,i,-1%,-21%
CCOc1cc2c(cc1C=O)OC(C)C2 (stereo not drawn),0%,-15%,-5%,2%,-24%,5%,i,-69%[inhibitor],-9%
CN1CCN(Cc2nc3ccccc3c(=O)n2CC#N)CC1,10%,8%,8%,-28%,-8%,-9%,i,-3%,-24%
COc1ccc(NC(=O)C(c2ccccc2)c2ccccc2)c(OC)c1,15%,?,5%,/,2%,-2%,i,5%,11%
O=C(NCSc1ccccc1)c1ccccc1,2%,-3%,-8%,-1%,?,-5%,i,-33%[inhibitor],3%
CCNC(=O)[C@H]1O[C@@H](n2cnc3c(N)nc(NCCc4ccc(CCC(=O)O)cc4)nc32)[C@H](O)[C@@H]1O,4%,32%[activator],-3%,0%,9%,-2%&2%,i,-7%,-34%
CCCN1CCN(CCCNC(=O)c2cc3c(=O)oc4ccc(C)cc4c3s2)CC1,4%,0%,-19%,1%,-5%,16%,i,-13%,10%
CCN(CCCNC(=O)C1CCC(=O)N1Cc1ccc(F)cc1)c1cccc(C)c1 (stereo not drawn),-4%,?,19%,0%,9%,1%,i,-4%[57.5 µM],-7%
O=c1c2ccccc2nc2c3ccccc3c(NCc3ccco3)nn12,-2%,31%[activator],-6%,-1%,?,0%,i,-12%,/
O=C1CCC(=O)N1c1ccccc1-c1ccccc1,6%,1%,5%,0%,6%,5%,i,-23%[57.5 µM],-20%
